CHO parental Ca: signal in parental CHO cells, OX1R antagonist counter-screen; parental CHO-K1, ATP-induced calcium, Fluo-8 fluorescence; inhibition, % at 5.6 µM; 330,000 compounds, 0.63% hits; AID 463079;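 active = inhibition above that plate's mean sample inhibition plus 3 SD, cut at about 26% in these data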;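 note: 0% = ATP-challenged DMSO wells and 100% = DMSO wells without ATP; some compounds past the cut are filed as inactive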
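Material – parental CHO cells · Reagent – ATP stimulus · Compound – single nominal dose of 5.6 µM per compound · Detection – Fluo-8 fluorescence · Read-out basis – percent inhibition of calcium signal · Controls – ATP-challenged DMSO wells low, unchallenged DMSO wells high · Repeats – no replicates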
TAAR1 antag: antagonists of human TAAR1 | Q96RJ0 | 360,000 compounds, 1.5% hits | inhibition, % at 3 µM | CHO RD-HGA16 TAAR1, Fluo-8 calcium fluorescence, antagonist;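 active = inhibition above a per-plate cutoff, the mean inhibition of test compounds on that plate plus 3 SD, cut at about 49% in these data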;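 note: 0% = DMSO plus EC80 beta-PEA response and 100% = DMSO alone without agonist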
Target sequence (Q96RJ0 whole entry, looked up): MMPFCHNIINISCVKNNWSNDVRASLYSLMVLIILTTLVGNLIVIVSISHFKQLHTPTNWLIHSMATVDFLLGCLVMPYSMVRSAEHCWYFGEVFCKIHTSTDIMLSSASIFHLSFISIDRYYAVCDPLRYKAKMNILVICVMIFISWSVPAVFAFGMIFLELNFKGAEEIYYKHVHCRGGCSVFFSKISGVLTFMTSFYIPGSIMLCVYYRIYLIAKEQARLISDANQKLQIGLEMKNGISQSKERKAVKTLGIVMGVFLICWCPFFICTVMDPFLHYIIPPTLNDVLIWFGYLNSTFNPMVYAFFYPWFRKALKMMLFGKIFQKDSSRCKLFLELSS
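Test system: hTAAR1-expressing CHO RD-HGA16 cells, Gα16-coupled; Probe or stimulus: EC80 β-phenethylamine stimulus; Compound dosing: single nominal final test compound concentration of 3 µM; Timing: 140 s kinetic read after compound, 140 s after agonist; Signal: Fluo-8 calcium-sensitive fluorescence; Measure: % inhibition of agonist calcium response; Controls: DMSO and EC80 PEA controls.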
GPR7 antagonist: human neuropeptides B/W receptor 1 antagonism | 290,000 compounds, 1.1% hits | GPR7-expressing cells, fluorescence antagonist assay | inhibition, % at 4.4 µM | AID 1861 | P48145; in the data active = inhibition above about 16%, passing the limit was not always enough;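 note: cells stimulated with the agonist NPW; 0% = agonist with vehicle and 100% = vehicle without agonist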
Target sequence (P48145 whole entry, looked up): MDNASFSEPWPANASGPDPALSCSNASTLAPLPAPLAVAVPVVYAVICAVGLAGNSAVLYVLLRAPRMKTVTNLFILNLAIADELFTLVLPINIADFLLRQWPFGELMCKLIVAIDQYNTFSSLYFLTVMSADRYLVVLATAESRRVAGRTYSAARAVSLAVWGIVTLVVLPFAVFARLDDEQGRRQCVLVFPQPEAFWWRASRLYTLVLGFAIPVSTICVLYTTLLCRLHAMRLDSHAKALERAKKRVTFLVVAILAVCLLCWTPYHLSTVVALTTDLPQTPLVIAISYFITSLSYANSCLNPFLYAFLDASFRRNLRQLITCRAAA
The depositor's hits bear a star; nt = not tested or not shown. These rows are one share of the data; count on the stated rates, not on these rows.

SMILES	CHO parental Ca	TAAR1 antag	GPR7 antagonist
COc1ccc(-c2nsc3c(SCC(=O)Nc4cc(C)ccc4C)ncnc23)cc1	nt	nt	-10.1
N#C[C@H]1[C@H](c2ccccc2)[C@](C#N)(C(=O)c2ccccc2)[C@@H]2C=Cc3ccccc3N21	nt	nt	1.7
COc1ccc2[nH]c3c(c2c1)CCN1C(=O)C(CC(=O)NC/C=C(\C)CCC=C(C)C)C[C@H](C(=O)N2CCCCC2)[C@@]31C (stereo partly specified)	-42.1	nt	nt
C[C@@H]1CCCCO[C@@H](CN(C)Cc2ccc(C(=O)O)cc2)[C@@H](C)CN([C@H](C)CO)C(=O)c2cc(NS(C)(=O)=O)ccc2O1	nt	-6.2	nt
O=c1c(-c2cc3ccccc3[nH]2)nc2ccccc2n1C(CCc1ccccc1)c1nc2ccccc2[nH]1 (stereo unspecified)	nt	-6.8	nt
COc1cccc(C(C(=O)NC2CCCC2)N2CCN(c3ncccc3C#N)CC2)c1OC (stereo unspecified)	nt	2.8	nt
COC(=O)C[C@H]1CC[C@@H](NS(=O)(=O)c2ccccc2)[C@@H](CO)O1	nt	-3.7	nt
COc1ccc(N2CCN(C(=O)C(=O)c3cccc([N+](=O)[O-])c3)CC2)cc1	nt	-9.2	nt
Cc1noc(C)c1S(=O)(=O)N1CCCc2nc(-c3ccccc3)ccc21	nt	-1.3	nt
Cc1cc(C)c2cc(C#N)c(NCCNC(=O)c3ccccn3)nc2c1	nt	-6.9	nt
COCc1cc(N2CCN(C(=O)OC(C)(C)C)C[C@H]2C)ccc1Br	nt	-11.5	nt
Cc1nc2c(c(=O)c3ccccc3n2C)c(=O)n1C1CCCC1	nt	11.4	nt
O=C(Cn1nnc(N2CCOCC2)n1)NN=Cc1ccccc1Cl	nt	4.5	nt
COCc1[nH]nc2c1C(c1ccc(C)cc1)N(Cc1ccccc1)C2=O (stereo unspecified)	nt	-10.0	nt
CC(=O)N(Cc1ccccc1)c1nccs1	nt	-15.7	nt
Cc1nc(NC(=O)c2ccccc2)sc1-c1cc(C(=O)N2CCOCC2)nn1CCO	nt	-6.4	nt
Nc1[nH]c(C(=O)c2ccc(Br)cc2)c(-c2c(F)cccc2F)c1C(=O)NCCc1c[nH]c2ccccc12	nt	18.5	nt
O=C(C[C@H]1CC[C@@H]2[C@H](COC[C@H](O)CN2Cc2cccc(C(F)(F)F)c2)O1)NCCc1ccccc1	nt	-6.3	nt
C#CCNC(=O)C[C@@H]1C[C@@]2(C(=O)OC)CCCCC=C2N(CCc2ccc(OC)c(OC)c2)C1=O	nt	8.8	nt
CCNC(=O)N(C)[C@H]1C[C@@H](c2ccccc2)N(C(C)=O)C[C@H]1CO	nt	-6.2	nt
COc1cccc(C(C(=O)NC2CCCC2)N2CCN(c3cc(C)nc4ccccc34)CC2)c1OC (stereo unspecified)	nt	-18.7	nt
CCOC(=O)C[C@@H]1OC2CCCCC2N1S(=O)(=O)c1ccc(C)cc1 (stereo partly specified)	nt	-1.5	nt
O=C(C[C@@H]1CC[C@@H]2[C@H](COC[C@H](O)CN2Cc2cccc(C(F)(F)F)c2)O1)NCc1ccc(Cl)cc1	nt	40.0	nt
COC(=O)[C@]12C[C@H](CC(=O)NCCCN3CCCC3=O)C(=O)N(Cc3ccccc3)C1=C[C@H](C(C)(C)C)O[C@@H]2C	nt	-11.4	nt
COC(=O)[C@@]12C[C@@H](CC(=O)N3CCN(C(=O)c4ccco4)CC3)C(=O)N(Cc3ccc4c(c3)OCO4)C1=CCC(C)(C)C2	nt	-8.7	nt
Other compounds
SMILES	CHO parental Ca	TAAR1 antag	GPR7 antagonist
COC(=O)/C=C1\OC(c2ccccc2)c2ccccc21 (stereo unspecified)	nt	-28.1	nt
CC(C)(C)OC(=O)N1CCC[C@@H]1C(=O)NCc1ccccc1	nt	-24.1	nt
O=C(C(=O)N1CCN(S(=O)(=O)c2cccc(C(F)(F)F)c2)CC1)c1cccc(C(F)(F)F)c1	nt	-18.6	nt
Cc1ccc(Cc2c(-c3cccc(Br)c3)nc3ccc(C)cn23)cc1	nt	-18.4	nt
CCc1cc2c(nc1CC)CCCN2Cc1ccccc1C(F)(F)F	nt	-16.3	nt
O=C(NC1CCCC1)C1C(c2ccc(C(F)(F)F)cc2)=Nc2ccccc2N1C(=O)c1cccc(C(F)(F)F)c1 (stereo unspecified)	nt	1.4	nt
O=c1c(-c2cccnc2)nc2ccccc2n1C(c1ccccn1)c1nc2ccccc2[nH]1 (stereo unspecified)	nt	-32.2	nt
O=C(O)Cn1cnc2c(NCc3ccccc3)ncnc21	nt	-23.5	nt
COc1ccc(C2CC(=O)C(c3ccc([N+](=O)[O-])cc3)=CN2Cc2ccccc2)cc1 (stereo unspecified)	nt	13.1	nt
COC(=O)c1cc2c(c3c4cc(F)ccc4n(S(=O)(=O)c4ccc(OC)cc4)c13)C(=O)N(Cc1ccccc1OC)C2	nt	2.5	nt
C[C@H]1[C@@H](c2ccccc2)Oc2c(Cl)cccc2S(=O)(=O)N1C	nt	13.4	nt
O=C(NS(=O)(=O)c1cccs1)[C@H]1O[C@@H](n2ccc(=O)[nH]c2=O)[C@H](O)[C@@H]1O	nt	-23.6	nt
COc1ccc(C2=Nc3ccccc3N(C(=O)c3ccc4c(c3)OCO4)C2C(=O)Nc2c(C)cccc2C)cc1 (stereo unspecified)	nt	-14.1	nt
Cc1[nH]c2ccccc2c1CC(=O)Nc1ccc(Nc2ccncc2)cc1	nt	-15.8	nt
C[C@@H]1CN([C@H](C)CO)C(=O)CCCn2cc(nn2)CO[C@H]1CN(C)S(=O)(=O)c1ccc(Cl)cc1	nt	5.6	nt
CC1CCN(C(=O)c2ncn3c2C(=O)NC[C@@H]3C)CC1	nt	0.5	nt
CN(c1cccnc1)c1ccc(NC(=O)Cc2c[nH]c3ccccc23)cc1-c1ccc(F)c(F)c1	nt	23.8	nt
O=C1NC(c2ccc(Br)cc2)c2c(-c3ccccc3)n[nH]c21 (stereo unspecified)	nt	-8.3	nt
CCOC(=O)[C@]12CCCC=C1N(CCC1=CCCCC1)C(=O)[C@H](CC(=O)NCc1cccc3ccccc13)C2	nt	-12.6	nt
CCCNC(=O)C[C@@H]1CC[C@@H]2[C@H](COC[C@H](O)CN2C(=O)c2cc(Cl)cc(Cl)c2)O1	nt	-27.3	nt
O=C(NCc1ccccc1)c1nc(-c2c(F)cccc2F)oc1-c1ccccc1	nt	-29.3	nt
O=C(C[C@H]1CC[C@H]2[C@@H](COC[C@@H](O)CN2S(=O)(=O)c2ccccc2)O1)N[C@@H]1CCN(Cc2ccccc2)C1	nt	-8.0	nt
C=CCN1[C@@H](C)[C@@H](c2ccccc2)Oc2c(Cl)cccc2S1(=O)=O	nt	-20.7	nt
COc1cccc(CNC(=O)[C@H]2CCCN2C(=O)[C@H]2CCCN2C(=O)N2CCOCC2)c1	nt	-0.4	nt
COC(=O)[C@]12C[C@H](CC(=O)N3CCN(C(=O)C4CC4)CC3)C(=O)N(Cc3ccc4c(c3)OCO4)C1=C[C@H](COCc1ccccc1)O[C@@H]2C	nt	-11.2	nt
Later entries
SMILES	CHO parental Ca	TAAR1 antag	GPR7 antagonist
C#CCNC(=O)C[C@H]1C[C@@]2(C(=O)OC)C(=C[C@H](C(C)(C)C)O[C@@H]2C)N(CCCCCCCC)C1=O	nt	-75.6	nt
Cc1ccc(/C=N/NC(=O)c2c(C)nc3ccc(Cl)cn23)cc1	nt	-3.8	nt
O=C(NC1CCCC1)C(c1ccccc1)n1c(-c2ccc3c(c2)CCO3)nc2ccccc21 (stereo unspecified)	nt	-6.4	nt
COc1cccc(CNC(=O)[C@H]2CCCN2C(=O)[C@H]2CCCN2C(=O)c2cccc3ccccc23)c1	nt	-7.2	nt
CC(C)C[C@@H]1COc2cccc(NC3CC3)c2S(=O)(=O)N1	nt	-11.3	nt
Cc1ccc(Oc2cccc3c2S(=O)(=O)N([C@H](C)c2ccccc2)C[C@@H](COCc2ccccc2)O3)cc1	nt	-3.9	nt
COC(=O)C(C(=O)OC)c1cc2c(cc1CNS(=O)(=O)c1ccc(C)cc1)OCO2	nt	-4.6	nt
Cc1ccc(NC(=O)NNC(=O)CSC2CCc3ccccc32)c(C)c1 (stereo unspecified)	nt	-21.1	nt
COC(=O)C1=C(C)N(Cc2cccc(C(F)(F)F)c2)C(=NCC2CC2)NC1c1ccc(F)cc1 (stereo unspecified)	nt	101.4*	nt
COc1ccc(N=C2Sc3ccccc3[C@@H]3C[C@H]4[C@H](CON4C)CN23)c(OC)c1	nt	-12.9	nt
O=C(N[C@H](C(=O)N1CCC[C@H]1C(=O)NC1CCCC1)c1ccccc1)c1ccc(Cl)c(Cl)c1	nt	0.0	nt
CC1(C)CC(=O)C=C(c2ccccc2-c2cccc(C(N)=O)c2)C1=O	nt	-4.3	nt
CS(=O)(=O)c1cccc(OCCCN2CCC(C(O)(c3ccccc3)c3ccccc3)CC2)c1	nt	10.7	nt
O=C(Nc1ccc(F)cc1)C(CCc1ccccc1)N1CCN(c2ccncc2)CC1 (stereo unspecified)	nt	-7.3	nt
CC(=O)OCC(COC(C)=O)(CN1C(=O)c2ccccc2C1=O)CN1C(=O)c2ccccc2C1=O	nt	-10.1	nt
C=CCN(CC=C)C[C@@H]1CSCCS(=O)(=O)N1	nt	4.0	nt
CCC(C)CN1C(=O)CSCC1(C)C(=O)NC(C)C (stereo unspecified)	nt	-14.9	nt
CCOC(=O)N1CCN(C(=O)C[C@H]2C[C@@]3(C(=O)OC)C(=C[C@H](C(C)(C)C)O[C@@H]3C)N(Cc3ccc4c(c3)OCO4)C2=O)CC1	nt	-10.8	nt
O=C(Nc1ccc(F)cc1)OC[C@@H]1CSCCS(=O)(=O)N1	nt	-8.4	nt
COc1ccc(CN2C(=O)CSCC2(C)C(=O)NC(C)C)cc1 (stereo unspecified)	nt	-4.2	nt
COc1ccc(C2=Nc3ccccc3N(C(=O)c3cnccn3)C2C(=O)NC2CCCC2)cc1 (stereo unspecified)	nt	-18.1	nt
COc1ccc(N2CCN(C(=O)C(=O)c3cc(OC)c(OC)c(OC)c3)CC2)cc1	nt	-16.8	nt
COc1cc(OC)c2c(=O)c3c(C(=O)O)c(O)ccc3oc2c1	nt	-15.9	nt
CCCn1c(C)c(CC(=O)Nc2ccc(N(C)c3ccccn3)cc2)c2ccccc21	nt	4.0	nt
O=C(N[C@H](C(=O)N1CCC[C@H]1C(=O)NCc1ccccc1)c1ccccc1)c1ccc(Cl)cc1Cl	nt	4.9	nt
Cc1cc(Oc2cccnc2)ccc1NC(=O)CCc1c[nH]c2ccccc12	nt	-1.2	nt

Among those listed so far, these have an NH in an aromatic ring:
SMILES	CHO parental Ca	TAAR1 antag	GPR7 antagonist
COc1ccc2[nH]c3c(c2c1)CCN1C(=O)C(CC(=O)NC/C=C(\C)CCC=C(C)C)C[C@H](C(=O)N2CCCCC2)[C@@]31C (stereo partly specified)	-42.1	nt	nt
O=c1c(-c2cc3ccccc3[nH]2)nc2ccccc2n1C(CCc1ccccc1)c1nc2ccccc2[nH]1 (stereo unspecified)	nt	-6.8	nt
COCc1[nH]nc2c1C(c1ccc(C)cc1)N(Cc1ccccc1)C2=O (stereo unspecified)	nt	-10.0	nt
Nc1[nH]c(C(=O)c2ccc(Br)cc2)c(-c2c(F)cccc2F)c1C(=O)NCCc1c[nH]c2ccccc12	nt	18.5	nt
O=c1c(-c2cccnc2)nc2ccccc2n1C(c1ccccn1)c1nc2ccccc2[nH]1 (stereo unspecified)	nt	-32.2	nt
O=C(NS(=O)(=O)c1cccs1)[C@H]1O[C@@H](n2ccc(=O)[nH]c2=O)[C@H](O)[C@@H]1O	nt	-23.6	nt
Cc1[nH]c2ccccc2c1CC(=O)Nc1ccc(Nc2ccncc2)cc1	nt	-15.8	nt
CN(c1cccnc1)c1ccc(NC(=O)Cc2c[nH]c3ccccc23)cc1-c1ccc(F)c(F)c1	nt	23.8	nt
O=C1NC(c2ccc(Br)cc2)c2c(-c3ccccc3)n[nH]c21 (stereo unspecified)	nt	-8.3	nt
Cc1cc(Oc2cccnc2)ccc1NC(=O)CCc1c[nH]c2ccccc12	nt	-1.2	nt
